Dicer inh = blocks human Dicer maturation of pre-miR-21 | z-score at 25 µM | cat-ELCCA pre-miR-21 Dicer processing, chemiluminescence; active compounds read high | Q9UPY3 | AID 1347074 | 47,000 tested, 6% active; in the data active = z-score above about 3, passing the limit was not always enough;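 note: plate controls were vehicle for no effect and no enzyme for full effect; higher signal means more uncleaved substrate so more Dicer inhibition; strong numbers were not always called active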
Starred values were filed as active, the others as inactive. The list is partial; count on the stated rates, not on these rows.

Start of the listing, in advance (two entries):
SMILES | Dicer inh
Fc1cc(Cl)ccc1CSc1nc2ncccc2[nH]1 | -0.21
Cc1cc(C(F)(F)F)cc(NNS(=O)(=O)c2cc(C(F)(F)F)cc(C(F)(F)F)c2)n1 | 0.82

The list itself (from the top)
SMILES | Dicer inh
Fc1cc(Cl)ccc1CSc1nc2ncccc2[nH]1 | -0.21
Cc1cc(C(F)(F)F)cc(NNS(=O)(=O)c2cc(C(F)(F)F)cc(C(F)(F)F)c2)n1 | 0.82
O=C(C1COc2ccccc2O1)N1CCCC1 (stereo not given) | 1.1
CCCCCCNC(=O)NCCCCCC | 0.38
CNc1ncnc(NNC(=O)Nc2ccc(Cl)cc2)c1[N+](=O)[O-] | 4.5*
COc1ccc(-c2csc(Nc3ccc(N(C)C)cc3)n2)cc1OC | 1.3
O=C1CC(=O)CC(c2ccc(Cl)cc2Cl)C1 | -0.38
Cn1nc(C(F)(F)F)c(-c2ccc(Br)cc2)c1NC(=O)C1CCC1C(=O)O (stereo not given) | -0.78
C=CCNC(=S)NNC(=O)OCC | -2.1
CC(=O)Nc1ccc(-n2sc3c(c2=S)-c2cccc(C)c2NC3(C)C)cc1 | 7.9
O=C(CSc1nc(-c2ccccc2)cn1-c1ccccc1)NC(=O)Nc1ccccc1 | 3.4*
C=CCSc1nc(N)c2c3c(sc2n1)CCCC3 | -1.4
CCS(=O)(=O)n1nc(-c2ccc(OC)cc2)nc1SC | 3.6*
CC(=O)c1ccc(OCc2cccc(C(=O)N3CCN(c4ncccc4C(F)(F)F)CC3)c2)cc1 | -0.77
O=C(O)C(Cc1c[nH]c2ccccc12)NCc1ccc([N+](=O)[O-])cc1 (stereo not given) | 1.4
COC(=O)c1cc(S(=O)(=O)N2CCCC2)oc1C | -1
CCOC(=O)c1sc(/N=C(/C)O)c(C#N)c1C | -0.33
CN(C)/C=C/C=C/C=C1\c2ccccc2-c2ccc([N+](=O)[O-])cc21 | -0.95
Cc1n[nH]c(C)c1Nc1nc(-c2ccccc2)cs1 | 0.94
CSc1cc(-c2ccc(F)cc2)nn1S(=O)(=O)c1cccc(C(F)(F)F)c1 | 0.41
O=C1NC(c2ccc([N+](=O)[O-])o2)Nc2sc3c(c21)CCCC3 (stereo not given) | -2.4
Cc1ccc(C2CC(c3cccc(C)c3)n3ncnc3N2)cc1 (stereo not given) | -0.36
COc1ccc(-n2cnc3sc(C)c(C)c3c2=O)cc1 | 1.4
Cc1c(C(=O)NNc2c(Cl)cccc2Cl)n(C)oc1=O | 31
O=C(NNc1nc(-c2ccc(F)cc2)cs1)c1ccc(Cl)cc1 | 5.3*

In the list so far, these have an aryl methoxy group:
SMILES | Dicer inh
COc1ccc(-c2csc(Nc3ccc(N(C)C)cc3)n2)cc1OC | 1.3
CCS(=O)(=O)n1nc(-c2ccc(OC)cc2)nc1SC | 3.6*
COc1ccc(-n2cnc3sc(C)c(C)c3c2=O)cc1 | 1.4

The main list resumes, starting 4 compounds before the break.
SMILES | Dicer inh
Cc1ccc(C2CC(c3cccc(C)c3)n3ncnc3N2)cc1 (stereo not given) | -0.36
COc1ccc(-n2cnc3sc(C)c(C)c3c2=O)cc1 | 1.4
Cc1c(C(=O)NNc2c(Cl)cccc2Cl)n(C)oc1=O | 31
O=C(NNc1nc(-c2ccc(F)cc2)cs1)c1ccc(Cl)cc1 | 5.3*
Cc1ccc(-n2nc3cc(N)c(Cl)cc3n2)cc1 | -5.1
CCCCSc1cc(C)nc2ncnn12 | -0.63
Nc1ncnc2sc3c(c12)CCCC3 | -0.7
CC(C)(C)NC(=S)N/N=C/c1coc2c(Cl)cc(Cl)cc2c1=O | 4.8*
Cc1cccc(C)c1NC(=O)CSc1c(Cl)cccc1[N+](=O)[O-] | -0.4
O=S(=O)(Oc1ccc(Cl)cc1)c1csc(C(F)(F)F)c1-c1ccccc1 | 0.34
Clc1cccc(CSc2nnc3c(n2)[nH]c2ccccc23)c1 | 0.46
COc1ccc(C(=O)O)cc1OC1CCCC1 | -0.66
CC(C)C12CC3CC(CC(C(=O)NN)(C3)C1)C2 | 0.44
COC(=O)c1sccc1Oc1ccc(Cl)cc1[N+](=O)[O-] | -0.2
CCOC(=O)C1=C(C)NC2=C(C(=O)CC(C)(C)C2)C1c1ccc2c(c1)CCCN2C (stereo not given) | -0.38
CN1c2ccccc2C(=O)C(=C2SCCCS2)S1(=O)=O | 1.7
COC(=O)COC(=O)c1ccc(Oc2nc(N(C)C)nc(N(C)C)n2)cc1 | 0.03
COC(=O)c1ccsc1NC(=O)CN1CCN(S(=O)(=O)c2ccc(C)cc2)CC1 | 1.4
Cc1[nH]n(C)c(=O)c1C(=O)c1c(-c2ccccc2Cl)noc1C | -4.6
CCC(CNCCO)Nc1nc2c(c(=O)n(C)c(=O)n2C)n1C (stereo not given) | 1.6
c1cn(CCCNc2ncnc3sc4c(c23)CCCC4)cn1 | -0.48
CCCOc1ccc(C2=CSC3=NCCN23)cc1 | 1
COC(=O)c1ccc(/C=N/NC(N)=S)n1-c1ccc(F)cc1 | 0.09
COc1ccc(C2/C(=C(\O)c3ccc(Cl)cc3)C(=O)C(=O)N2CCCN(C)C)cc1OC (stereo not given) | -1.5
O=C(Oc1ccc(Cl)cc1)c1ccc2nsnc2c1 | -0.79
CCOC(=O)COc1cc(O)c2c(=O)cc(-c3ccccc3)oc2c1 | 1.7
CC1=C(C#N)C(c2ccccc2)C2=C(CC(c3ccccc3)CC2=O)N1 (stereo not given) | 0.17
Cc1nc2ccccc2n1C(=O)N1CCOCC1 | 1
COc1ccc(C2C(C#N)=C(N)SC3C(=O)N(c4ccc(Br)cc4)C(=O)C32)cc1 (stereo not given) | -1.1

Continuation.
SMILES | Dicer inh
Cc1ccc(S(=O)(=O)n2cnc3ccccc32)c(C)c1 | 0.52
CC(=O)Nc1ccc([N+](=O)[O-])c(C(=O)O)c1 | -1.4
CNC(=S)N/N=C/c1ccc(Cl)c(Cl)c1 | 0.07
COCCOc1cc(COC)nc(-c2cccc(C)c2)n1 | 2
Cc1ccccc1NC(=S)N1CCCCC1C (stereo not given) | 3.4*
O=C(CSc1n[nH]c(C(F)(F)F)n1)c1ccccc1 | -1.1
O=C1C2C3c4ccccc4C(C(=O)O)(c4ccccc43)C2C(=O)N1c1ccccc1 (stereo not given) | 0.12
O=C(c1cn(CC(=O)N2CCCCC2)c2ccccc12)C1CC1 | 1
CCCSc1sc(C(=O)OCC)c2c1C(=O)CCC2 | -0.61
COc1ccc(-c2cc(C(F)F)n3ncc(C(=O)N(C)Cc4cnn(C)c4)c3n2)cc1 | 0.99
c1cc(CSc2nc3ccccc3[nH]2)nc(CSc2nc3ccccc3[nH]2)c1 | 2.6
CS(=O)(=O)c1ccc(C2=C(c3ccccc3)C(=O)OC2)cc1 | 1.1
c1ccc(-c2cn3c(n2)SCC3)cc1 | 2.2
Clc1ccc(Sc2c(Cl)cncc2Cl)cc1 | -2.8
CC(=O)/C(=C\N(C)C)c1ncccc1[N+](=O)[O-] | 0.14
O=[N+]([O-])c1ccc(Sc2n[nH]c(-c3cc(Cl)cc(Cl)c3)n2)nc1 | 0.39
O=C(Nc1cccnc1)c1cc(-c2ccc(Cl)cc2)oc1C(F)(F)F | 0.08
Cc1ccc(-c2cn3cccnc3n2)cc1 | -6.1
CCOc1ccc(C2c3c(oc4ccccc4c3=O)C(=O)N2Cc2ccc3c(c2)OCO3)cc1OC (stereo not given) | 1.4
CCOC(=O)c1ccc(NC(=S)N(Cc2ccccc2)C(C)C)cc1 | -0.22
CCOC(=O)C1=C(C)NC2=C(C(=O)CCC2)C1c1ccc(Br)cc1 (stereo not given) | -1.1
Cc1nc(N)sc1-c1csc(Nc2ccc(Br)cc2)n1 | -1.6
O=[N+]([O-])c1cc(-c2cnc3ccccc3n2)ccc1Sc1ccccn1 | 16
Cc1nc(-c2cc(-c3nc(-c4ccc(Cl)cc4)no3)no2)cs1 | 0.02
FC(F)(F)c1oc(-c2ccc(Cl)cc2)cc1-c1nc(-c2cccs2)no1 | -0.18

Next structures:
SMILES | Dicer inh
N#Cc1c(N)nc2c(c1-c1cccnc1)CCCC2 | -0.72
COc1ccccc1N1CC(C)(C)C(=O)N(C(=O)c2cccc(C(F)(F)F)c2)C1=S | -2
CCCCCCOC(=O)c1ccc(OC(=O)c2cncc(Br)c2)cc1 | 1.4
CCOc1ccc2c(C)[nH]c(=O)cc2c1 | 1.9
CN(C)S(=O)(=O)Nc1cccc(C(F)(F)F)c1 | 0.83
COc1ccc(-c2cc(C(=O)O)c3ccc(C)cc3n2)cc1 | 0.05
O=C(COc1ccc2c(=O)c(-c3ccccc3Cl)coc2c1)OCc1ccccc1 | 1.6
CCOC(=O)NC(=O)c1cn(Cc2ccccn2)c(=O)n(Cc2c(Cl)cccc2Cl)c1=O | -0.35
Cc1ccc(Cc2cn3cc(-c4ccc(Br)cc4)nc3s2)cc1 | -0.39
O=c1c(-c2ccccc2)c(O)c2cccc3c4c(n1c23)CCCC4 | 1.2
C=CCc1c(C)nc(OCC(=O)OCC)c(C#N)c1C | 0.21
CCOC(=O)CNC(=S)Nc1ccccc1N | 2.6
O=C(Nc1cccc(Cl)c1)N1CCc2ccccc2C1 | 6*
CCCCOC(=O)c1cc([N+](=O)[O-])cc2c1-c1ccc([N+](=O)[O-])cc1/C2=N\N | -0.79
COC(=O)c1scc(C)c1NC(=O)CSc1cc(C(F)(F)F)cc(C(F)(F)F)c1 | -3.3
COc1ccc(/C=C2/N=C(c3ccccc3)OC2=O)s1 | 0.62
CCOC(=O)NC(=S)N1C(C)CCCC1C (stereo not given) | -1.4
C=C1SC(Nc2c(C)cccc2C)=NC12CCCCC2 | -1.2
O=C(Nc1ccc(C(F)(F)F)cc1)O/N=C/c1c(Cl)cccc1Cl | -0.87
CCOC(=O)c1c(NC(=O)C2CCCN2S(=O)(=O)c2ccccc2)sc(C)c1C (stereo not given) | 43
O=C1Nc2ccccc2/C1=C/c1cnc(-c2ccccc2)[nH]1 | 3.3*
N#CC(=Nc1ccc(F)cc1F)C1=C(O)c2ccccc2C1=O | -3.2
CCCNC(=O)c1nn2c(C(F)(F)F)cc(-c3cccs3)nc2c1Cl | -2.6
Cc1c(S(=O)(=O)c2ccccn2)c(N)n(Cc2ccc(C(F)(F)F)cc2)c1C | -2.1
O=C1c2ccccc2C(=O)N1CNc1cccc(Cl)c1 | -0.02

(more compounds)
SMILES | Dicer inh
O=C(O)CCSCSCCC(=O)O | 2.1
CCC1CSc2nc3ccsc3c(=O)n21 (stereo not given) | 50
COc1cc(CNCCO)cc(Br)c1OCc1cccs1 | -0.16
O=C(O)C1C2C=CC3(CN(CCc4ccccc4)C(=O)C13)O2 (stereo not given) | -0.96
O=C1c2ccc([N+](=O)[O-])cc2C(=O)N1CO | -0.24
CCOC(=O)/C(C#N)=C/N1CCN(c2ccc(C(F)(F)F)cc2[N+](=O)[O-])CC1 | -0.59
CCCN1C(=O)C(O)(CC(=O)c2ccncc2)c2cc(Br)ccc21 (stereo not given) | 2.5
CCCCCOC(=O)C1=C(C)NC2=C(C(=O)CCC2)C1c1ccc(OCC)c(OC)c1 (stereo not given) | 4.2*
O=c1ccc(-c2ccc(F)cc2)nn1-c1ccc([N+](=O)[O-])cc1 | -1.4
Nc1cc(-c2ccccc2)n2c(n1)nc1ccccc12 | 1.2
O=C1NN(c2ccccc2)C(=O)C2C3c4ccccc4C(c4ccccc43)C12 (stereo not given) | -4.3
Oc1ccc(Br)cc1CN1CCN(Cc2ccc3c(c2)OCO3)CC1 | 2.4
O=C(Oc1ccc(F)cc1)c1cccs1 | -0.65
Cc1ccc(-c2n[nH]c(=O)c3ccccc23)cc1S(N)(=O)=O | -0.34
O=C(NC1CCCC1)c1cc2n(n1)C(C(F)(F)F)CC(c1ccco1)N2 (stereo not given) | -0.7
CCN(CC)Cc1c(O)ccc2c(=O)c(-c3ccc(OC)c(OC)c3)c(C(F)(F)F)oc12 | 0.68
OC(CNCc1ccco1)COc1ccccc1 (stereo not given) | 2.8
CCN(CC)c1ncnc2sc3c(c12)CCCC3 | -0.1
c1ccc(-c2cc3ccsc3o2)cc1 | -1.1
O=C(O)CC12CC3CC(Br)(CC(Br)(C3)C1)C2 | 0.29
Fc1ccc(Cc2cn3cc(-c4ccccc4)nc3s2)cc1 | 0.05
COC(=O)C1=C(C)Nc2nc3ccccc3n2C1c1ccc(OCc2ccccc2)cc1 (stereo not given) | 0.21
O=C(Cn1nc2n(c1=O)-c1ccccc1SC2)N/N=C/c1cccnc1 | -2
CC(=O)Nc1cc(C(=O)c2ccc(Cl)cc2)nn(-c2ccccc2)c1=O | 13
CCCOc1ccccc1/C=N/NC(=S)Nc1cc(Cl)ccc1Cl | -0.55

Next part.
SMILES | Dicer inh
O=C(CC1(O)C(=O)N(Cc2ccccc2Cl)c2ccccc21)c1ccc2c(c1)OCCO2 (stereo not given) | -0.45
CSc1ccc(/C=C2\C(=O)N(C)N=C2C)s1 | 0.21
COc1ccc(Nc2c(Cl)cc(OC)cc2Cl)cc1 | 3.4
C=CCn1c(COc2ccc(C)cc2)nc2ccccc21 | -1.3
Cc1nn(-c2ccccc2)cc1/C=N/NC(=O)Cn1nc2n(c1=O)-c1ccccc1SC2 | 1.4
O=C(Cc1ccccc1)N1CCC(c2ccccc2)=N1 | 0.01
c1ccc(-c2noc(-c3cccc4ccccc34)n2)nc1 | 1.3
COC(=O)C1=C(OS(=O)(=O)c2ccc(C)cc2)CSC1 | -0.87
COC(=O)C1=C(O)CSC1=Nc1ccc(OC)cc1 | 0.58
CCCc1n(CC)c2ccccc2[n+]1CC(O)COc1ccccc1 (stereo not given) | -0.03
O=C(Cn1c(-c2cncs2)nc2ccccc21)Nc1ccccc1Cl | 0.04
Cc1cc(OC(=O)c2cccnc2Oc2ccccc2)n(-c2ccccc2)n1 | -2.2
O=C(NCCSc1ccc(C(F)(F)F)cn1)c1ccc(Cl)cc1 | -1.4

An excerpt of these results, with each value named:
canonical_smiles: C=CCn1c(COc2ccc(C)cc2)nc2ccccc21
  Dicer inh: -1.3
canonical_smiles: Cc1nn(-c2ccccc2)cc1/C=N/NC(=O)Cn1nc2n(c1=O)-c1ccccc1SC2
  Dicer inh: 1.4
canonical_smiles: O=C(Cc1ccccc1)N1CCC(c2ccccc2)=N1
  Dicer inh: 0.01
canonical_smiles: c1ccc(-c2noc(-c3cccc4ccccc34)n2)nc1
  Dicer inh: 1.3
